Bioassay records from PubChem BioAssay.
ST2 IL33 inh: inhibitors of human ST2 (IL1RL1) binding to IL-33, primary screen, biochemical, AlphaLISA; AID 1259354, 2018; inhibition, % for hits at 17 µM; AlphaLISA ST2-Fc/biotin-IL-33 interaction, 1 h; 2.3% of 78,000 active; Interleukin-1 receptor-like 1 (Homo sapiens), Q01638; in the data active means inhibition above about 30%; inconclusive means mostly about 10% to 28%
Target sequence (Q01638 whole entry, looked up): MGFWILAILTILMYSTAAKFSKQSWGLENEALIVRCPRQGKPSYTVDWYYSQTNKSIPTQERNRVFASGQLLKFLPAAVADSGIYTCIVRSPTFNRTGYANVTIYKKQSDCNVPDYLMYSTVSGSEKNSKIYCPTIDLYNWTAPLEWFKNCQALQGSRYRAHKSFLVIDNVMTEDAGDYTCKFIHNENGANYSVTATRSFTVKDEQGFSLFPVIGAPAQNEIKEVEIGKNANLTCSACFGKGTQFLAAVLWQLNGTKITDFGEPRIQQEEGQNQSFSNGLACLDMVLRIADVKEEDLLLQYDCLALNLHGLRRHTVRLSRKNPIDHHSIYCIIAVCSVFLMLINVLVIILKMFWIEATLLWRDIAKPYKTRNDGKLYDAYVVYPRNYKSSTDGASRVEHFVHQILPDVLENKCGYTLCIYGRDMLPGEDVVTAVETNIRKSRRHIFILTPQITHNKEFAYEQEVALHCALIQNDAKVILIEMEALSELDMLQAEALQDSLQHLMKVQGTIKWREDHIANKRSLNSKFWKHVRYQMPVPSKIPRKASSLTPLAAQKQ
Numbers without * were called inactive; i = inactive; ? = inconclusive. Not all compounds are listed, so the mix of outcomes need not match the whole.

SMILES | ST2 IL33 inh
CCC1(c2ccccc2)NCC(c2ccc([N+](=O)[O-])cc2)O1 (centres undefined) | i
O=C(Nc1cccc(-c2nc3ncccc3o2)c1)c1ccc(Cl)cc1 | ?
CC1=C(C(=O)N2CCCC(C(=O)c3ccc(-c4ccccc4)cc3)C2)OCCO1 (centres undefined) | ?
CCOC(=O)c1c(C)oc2ccc(OCc3c(F)cccc3Cl)cc12 | ?
CCCCN(C(=O)CCNC(C)=O)C1CCCCCC1 | i
C=CCOc1ccc(C(=O)n2cc(Br)cn2)cc1 | ?
Cc1[nH]c2ccccc2c1C(C[N+](=O)[O-])c1ccc(F)cc1 (centres undefined) | ?
CCOC(=O)c1cnc2c(cnn2CC)c1NN=C(C)C | i
O=C(O)C1CN(c2ncccn2)CCN1Cc1cnc[nH]1 (centres undefined) | i
COc1ccccc1N1CCN(CCCCNS(=O)(=O)c2cccc3c(N(C)C)cccc23)CC1 | i
O=C(NCc1ccc(F)cc1)C1C2C=CC3(CN(Cc4ccccc4)C(=O)C13)O2 (centres undefined) | i
COc1cc(O)ccc1-c1nccn1CC[C@@H]1C[C@@H]2C=C[C@H]1C2 | i
O=C(Cn1cnc2c(cnn2-c2ccccc2)c1=O)Nc1ccccc1 | i
Cc1cc(C(=O)N2CCCC(C(=O)Nc3ccccc3Oc3cccnc3)C2)nn1C (centres undefined) | i
Cc1ccc(S(=O)(=O)Nc2ccc(=O)n3c2[C@@H]2C[C@@H](CN(C(=O)COc4ccccc4)C2)C3)cc1 | i
COC(=O)C(C)N1CCOc2c(O)cc(-c3cccc(Cl)c3)cc2C1 (centres undefined) | i
COc1cccc(CC(C2CCN(C(=O)c3ccsc3)CC2)N(C)C(=O)CCSC)c1 (centres undefined) | ?
CC(NCc1cn(CCC(N)=O)c2ccccc12)c1nc2c(s1)CCCC2 (centres undefined) | i
Cc1ccc(CNC(=O)C2CCN(c3ccc(-c4cccs4)nn3)CC2)o1 | i
O=C(c1cccnc1)N1N=C(c2ccc(Cl)cc2)CC1(O)C(F)(F)F (centres undefined) | i
CCc1csc(CNC(=O)c2ccc(N3[C@H]4CCNC[C@@H]3CC4)nc2)n1 | i
Cc1cnc(-c2c(-c3ccccc3)ncn2CCCc2ccncc2)[nH]1 | i
NC(=O)c1sc2nc3c(cc2c1N)CCCC3 | i
O=C(CC[C@@H]1CNC(=O)[C@@H]2C[C@H](NCc3ccc(OC(F)(F)F)cc3)CN12)Nc1ccccc1 | ?
CC1CCc2c(sc(NC(=O)c3noc4c3CCCC4)c2C(N)=O)C1 (centres undefined) | ?
OC(CN(c1ccccc1)c1ccccc1)Cn1cnc2ccccc21 (centres undefined) | ?
O=C(NCc1ccco1)c1cc(Sc2cccc(Cl)c2)nc2ccccc12 | i
CC1=C(C(=O)Nc2cc(C)ccn2)C(c2ccccc2)C2=C(CCCC2=O)N1 (centres undefined) | i
CN1C[C@@H](NS(=O)(=O)Cc2ccccc2)C[C@H]1c1nc(-c2ccc3c(c2)OCO3)no1 | ?
CCc1ccc(N(CC(=O)N2CCOCC2)S(=O)(=O)c2ccccc2)cc1 | i
CCOC(=O)c1cn(-c2ccc(Cl)cc2)c(=O)c2ccccc12 | i
COC(=O)C1=C(C)OC(N)=C(C#N)C1c1ccsc1 (centres undefined) | i
CN1C(=O)C(=Cc2cc(I)c(O)c([N+](=O)[O-])c2)C(=O)N(C)C1=O | ?
Cc1csc2ncc(C(=O)NC(c3ccccc3)c3ccccc3)c(=O)n12 | i
Cc1[nH]c2ccc(C(=O)N3CCCN(C)C4(CCN(C)CC4)C3)cc2c1C | ?
CN1CCC2(CC1)CN(C(=O)C1C(=O)NCC1c1ccccc1)CCN2C (centres undefined) | i
COc1ccc(N2CCN(C3CCCN(Cc4cnc(C)[nH]4)C3)CC2)cc1 (centres undefined) | ?
O=C(c1cn(CC2CCCNC2)nn1)N1CCc2[nH]ncc2C1 (centres undefined) | ?
C=CCn1c(C(C)NC(=O)C(C)(C)C)nc2ccccc21 (centres undefined) | i
O=[N+]([O-])c1cccc([C@H]2NCC[C@@]3(O)CCCC[C@H]23)c1 | i
COCCn1c(CN2C[C@@H](C)O[C@@H](C)C2)cnc1S(=O)(=O)CC1CC1 | ?
CCOc1ccc(-n2c(-c3ccco3)nc3c(cnn3-c3ccc(F)cc3)c2=O)cc1 | 33%*
CSc1ccccc1NC(=O)CSc1n[nH]c(C)c1[N+](=O)[O-] | i
CCOc1ccccc1CNS(=O)(=O)c1ccc2[nH]c(=O)sc2c1 | i
Fc1cccc(CNC2CCN(CCc3ccccc3)CC2)c1 | i
Cc1ccccc1C(=O)Nc1c(-c2ccccc2)nc2ccccn12 | i
CC(=O)Nc1ccc(NC(=O)c2ccc(C)cc2)cc1 | i
CC(C)N(Cc1nccn1C)C(=O)c1ccc(-n2ccnc2)cc1 | i
Cc1ccc(C(=O)NCc2ccccc2)o1 | i
O=C1NC(=O)c2cc(-c3ccccc3)ccc21 | ?
CCCCNC(=O)C1CCCN(S(=O)(=O)c2cnc[nH]2)C1 (centres undefined) | i
COc1cccc(NC(=O)CN2C(=O)C3(OCCCO3)c3ccccc32)c1 | i
CN1CCCCc2c1nc1ccccc1c2N | i
O=C(Nc1ccc([C@@H](O)[C@H]2COCC(=O)N2Cc2ccccc2)cc1)c1cccs1 | i
O=C(CN1CCN(c2nccc(N3CCCC(O)C3)n2)CC1)N1CCCC1 (centres undefined) | i
CNc1nc2c(c(=O)[nH]c(=O)n2C)n1Cc1ccc(F)cc1 | i
CC1=C(C)C(=O)OC(C(C)C2CCC3C4CC=C5CC(OC6OC(COC7OC(CO)C(O)C(O)C7O)C(O)C(O)C6O)CC(O)C5(C)C4CCC23C)C1 (centres undefined) | i
COc1ccc(CC(=O)N2Cc3[nH]cnc3C[C@H]2c2nc(-c3ccc4ccccc4c3)no2)cc1 | ?
Cc1cc(Br)ccc1NC(=O)C1CCN(S(=O)(=O)c2cccs2)CC1 | i
CCC(C)NC(=O)c1cc(-c2ccc(F)cc2)on1 (centres undefined) | i

Exported in CSV form: entries from further up.
Compound,ST2 IL33 inh
CN1CCCCc2c1nc1ccccc1c2N,i
O=C(Nc1ccc([C@@H](O)[C@H]2COCC(=O)N2Cc2ccccc2)cc1)c1cccs1,i

(cont.)
SMILES | ST2 IL33 inh
O=C(CCC1CCCN(Cc2cn[nH]c2-c2ccc(Cl)cc2)C1)NC1CC1 (centres undefined) | i
Cc1ccccc1C1NC(=O)NC2=C1C(=O)CC(C)(C)C2 (centres undefined) | i
COc1cc(OC)c(-n2cc(-c3ccc(Cl)cc3)[nH]c2=O)cc1Cl | i
CC(=O)N1c2ccccc2NC2=C(C(=O)CC(c3ccccc3F)C2)C1c1ccc(C)cc1 (centres undefined) | i
O=C(Nc1cccc(Cl)c1)c1cc(=O)c2ccccc2o1 | i
COc1cccc2c1OC1(C)CC2/C(=C(\C)O)C(=O)N1 (centres undefined) | i
COc1ccccc1NCN1C(=O)c2ccc(Br)cc2C1=O | i
CCSc1nc2sc3c(c2c(=O)n1Cc1ccccc1)CC(C)(C)OC3 | ?
CCC(=O)N1CCN(c2ccc(F)cc2[N+](=O)[O-])CC1 | i
O=C(C1CC1)N1CCc2cc(S(=O)(=O)Nc3ccc(Cl)cc3)ccc21 | i
O=C(NCc1cccnc1Oc1ccc(F)cc1F)C1(O)CCCC1 | ?
COc1ccc(N(C(=O)c2cccs2)C2C=CS(=O)(=O)C2)c(OC)c1 (centres undefined) | i
COc1ccc(-n2c(SCC(=O)N3CCCC3)nc3c([nH]c4ccccc43)c2=O)cc1 | ?
CC/C(=C(\c1ccccc1)c1ccc(OCCN(C)C)cc1)c1ccccc1 | ?
CC1CCCN(c2ncnc(N)c2[N+](=O)[O-])C1 (centres undefined) | i
CC(=O)Nc1ccc(-c2ccc(=O)n3c2[C@@H]2C[C@@H](CN(C(=O)c4ccc(F)cc4)C2)C3)cc1 | ?
COc1cc2c(cc1CNCC(=O)Nc1ccc(C)cc1C)OCCO2 | i
Cc1cc(C)n(Cc2cc(C(=O)NCCN3CCOCC3)n[nH]2)n1 | i
CC(C)Cc1cc(C(=O)NCc2ccco2)no1 | ?
COc1ccc(C[C@H](NC(=O)C2=C[C@@H](NC(=O)c3ccc(C)cc3)[C@@H](O)[C@H](O)C2)C(N)=O)cc1 | i
CCCc1nc(C)cc(N(C)Cc2ccnc(C)c2)n1 | i
N#CC1=C(N)OC2=C(C(=O)CC(c3ccccc3)C2)C1c1ccccc1F (centres undefined) | i
O=C(c1ccco1)N1CCN=C1SCc1ccccc1 | ?
O=S(=O)(Nc1ccc(Cl)cn1)c1ccc(I)cc1 | i
COc1cccc(C(=O)COc2ccccc2Cl)c1 | i
C=CCOc1ccc(Cl)cc1CN1CCOC(CN)C1 (centres undefined) | ?
CC(=O)c1sc(NC(=O)c2c(F)cccc2F)nc1-c1ccccc1 | i
CCn1cc(C(=O)N2CCc3ccccc32)c(=O)c2cc(S(=O)(=O)N3CCOCC3)ccc21 | i
COC(=O)c1ccc(C2C(C#N)=C(N)Oc3n[nH]c(-c4ccc5ccccc5c4)c32)cc1 (centres undefined) | i
CCCn1cnc(NC(=O)NCCC2CCCCCC2)n1 | i

Next part, starting with the last five of the part before.
SMILES | ST2 IL33 inh
C=CCOc1ccc(Cl)cc1CN1CCOC(CN)C1 (centres undefined) | ?
CC(=O)c1sc(NC(=O)c2c(F)cccc2F)nc1-c1ccccc1 | i
CCn1cc(C(=O)N2CCc3ccccc32)c(=O)c2cc(S(=O)(=O)N3CCOCC3)ccc21 | i
COC(=O)c1ccc(C2C(C#N)=C(N)Oc3n[nH]c(-c4ccc5ccccc5c4)c32)cc1 (centres undefined) | i
CCCn1cnc(NC(=O)NCCC2CCCCCC2)n1 | i
OCc1ccc(-c2nccn2CCc2cnn(-c3ccccc3)c2)o1 | ?
Cc1ccc(S(=O)(=O)C2(C(=O)NC3CCCCCC3)CC2)cc1 | i
COc1cccc(N2C(=O)c3ccc(-c4nc5ccccc5c(=O)o4)cc3C2=O)c1 | i
Cc1ccc(OCCCC(=O)Nc2cccc([N+](=O)[O-])c2)cc1 | ?
CC(C)C1=CC23CCC4C(C)(C(=O)O)CCCC4(C)C2CC1C1C(=O)N(CCO)C(=O)C13 (centres undefined) | i
CC(C)CCNC(=O)c1cn(C)c(=O)c2c1c1ccccc1n2C | i
CCCn1cc(SCC(=O)Nc2ccc3c(c2)OCCO3)c2ccccc21 | i
CC(CCO)Nc1nc2c(c(=O)n(C)c(=O)n2C)n1Cc1ccc(Cl)c(Cl)c1 (centres undefined) | i
COC(=O)c1[nH]c2ccc(Br)cc2c1NC(=O)CN1CCCCC1 | i
C#CCSc1ccccc1C(=O)O | i
CCn1cc(C(=O)N2CCOCC2)c(=O)c2cc(S(=O)(=O)N(C)C3CCCCC3)ccc21 | i
Cc1nn(C)c(C)c1C(C)NC(=O)c1cc(-n2cccn2)ccc1Cl (centres undefined) | ?
CCN(CC)C(=O)c1ccc([N+](=O)[O-])o1 | i
COc1cccc2c1OC(=O)C1C3CC(C4Sc5[nH]c(=O)sc5C2C34)C1C(=O)O (centres undefined) | i
c1ccc(C2CCCN(Cc3cc4n(n3)CCNC4)CC2)cc1 (centres undefined) | ?
CCc1ccc(-n2c(CN3CCN(S(=O)(=O)c4ccc5c(c4)CCC5)CC3)nc3cccnc32)cc1 | i
O=C(c1ccc(Cl)cc1)n1nnc2ccccc21 | i
N#CCCS(=O)(=O)c1ccc(-c2ccc(S(=O)(=O)CCC#N)cc2)cc1 | i
O=S(=O)(Nc1ccc2c(c1)OCCO2)c1cccc2cccnc12 | ?
COc1ccc(OC)c(S(=O)(=O)Nc2ccccc2)c1 | i
COc1cc(/C=C2/NC(=O)N(Cc3ccc(Cl)cc3)C2=O)cc(Br)c1OC | i
COc1ccc(OC)c(NC(=O)c2c(OC)cccc2OC)c1 | 35%*
COc1ccccc1N1CCN(Cc2ncccc2C(=O)O)CC1 | ?
Cc1ccc(-n2nc3c(c2NC(=O)c2ccccc2F)CSC3)c(C)c1 | i
O=C(NCCSc1c[nH]c2ccccc12)c1ccccc1F | i
Cc1ccn2cc(-c3ccc(Cl)cc3)cc2c1 | i
O=C1/C(=C/c2c[nH]c3ccccc23)CC/C1=C\c1c[nH]c2ccccc12 | i
O=C(CC1SC(=Nc2ccccc2)N(c2ccccc2)C1=O)Nc1ccc(F)cc1 (centres undefined) | ?
CCC(=O)Nc1c(C)n(C)n(-c2ccccc2)c1=O | ?
COc1ccc(Cl)cc1C(=O)N1CCN=C1SCc1cccnc1 | i
CCOC(=O)C1(CCOc2ccccc2)CCN(Cc2c[nH]c3ccccc23)CC1 | i
O=C(NCc1nccn1Cc1ccccc1)c1ccc(-n2cnnn2)cc1 | i
CN(C)c1ccc(-c2ccnc(N[C@H]3CO[C@H]4[C@@H]3OC[C@H]4OC(=O)Nc3ccc(Oc4ccccc4)cc3)n2)cc1 | i
COc1nc2ccccc2cc1-c1cc(C)ccc1OCC(N)=O | i
O=C(Nc1ccc(N2CCCC2)cc1)c1ccc(F)cc1 | 57%*
CCN(CC)CC(=O)N1c2ccccc2Sc2ccc(Cl)cc21 | i

Six records drawn at random from the list so far, as already listed:
SMILES | ST2 IL33 inh
O=C(CC1SC(=Nc2ccccc2)N(c2ccccc2)C1=O)Nc1ccc(F)cc1 (centres undefined) | ?
CC(C)N(Cc1nccn1C)C(=O)c1ccc(-n2ccnc2)cc1 | i
CCCc1nc(C)cc(N(C)Cc2ccnc(C)c2)n1 | i
COc1ccc(Cl)cc1C(=O)N1CCN=C1SCc1cccnc1 | i
O=C(CCC1CCCN(Cc2cn[nH]c2-c2ccc(Cl)cc2)C1)NC1CC1 (centres undefined) | i
Cc1nn(C)c(C)c1C(C)NC(=O)c1cc(-n2cccn2)ccc1Cl (centres undefined) | ?
